Source: PubChem BioAssay (several laboratories)
VIM-2 inhibitor: blocks Pseudomonas aeruginosa VIM-2 metallo-beta-lactamase; purified VIM-2, nitrocefin hydrolysis, epi-absorbance fluorescence; inhibition, % at 5.6 µM; hit rate 0.89% among 290,000; AID 1527;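 active means inhibition above the mean of all tested compounds plus 3 SD, cutoff set per screening run, cut at about 7.5% in these data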;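 further: red hydrolysis product quenches plate fluorescence so inhibitors raise well fluorescence; 0% = enzyme with DMSO and 100% = DMSO without enzyme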
FID counter: counter-screen for HCV NS3 helicase inhibitors: DNA intercalator displacement; hit rate 0.17% among 290,000; inhibition, % at 7.9 µM; DNA fluorescent intercalator displacement, fluorescence; in the data active means inhibition above about 37%;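 further: 0% = vehicle and 100% = reference compound; higher means more ethidium bromide displaced from hairpin DNA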
OXTR ag: human OXTR agonism. hit rate 0.32% among 320,000. CHO-OTR cells, Fluo-8 calcium fluorescence; normalized: DMSO 0%, oxytocin 100%. P30559. activation, % at 3 µM;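 active means activation above the mean of all tested compounds plus 3 SD, cutoff set per screening run, cut at about 20% in these data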;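 further: peak over basal fluorescence ratio from a 100 s FLIPR kinetic read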
Target sequence (P30559 whole entry, looked up): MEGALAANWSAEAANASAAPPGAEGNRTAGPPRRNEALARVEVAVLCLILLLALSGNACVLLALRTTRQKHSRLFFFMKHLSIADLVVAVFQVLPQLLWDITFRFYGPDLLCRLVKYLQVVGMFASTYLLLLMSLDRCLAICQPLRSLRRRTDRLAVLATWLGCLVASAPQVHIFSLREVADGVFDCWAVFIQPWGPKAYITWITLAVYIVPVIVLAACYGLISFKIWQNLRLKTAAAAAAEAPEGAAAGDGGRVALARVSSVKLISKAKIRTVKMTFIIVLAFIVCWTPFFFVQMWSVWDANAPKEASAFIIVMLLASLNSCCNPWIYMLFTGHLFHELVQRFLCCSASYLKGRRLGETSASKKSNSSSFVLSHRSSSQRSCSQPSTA
PHOSPHO1 block: PHOSPHO1 (human) inhibition | Q8TCT1 | hit rate 1.1% among 290,000 | recombinant PHOSPHO1, absorbance phosphatase assay | inhibition, % at 13.3 µM; in the data active means inhibition above about 60%
Target sequence (Q8TCT1 whole entry, looked up): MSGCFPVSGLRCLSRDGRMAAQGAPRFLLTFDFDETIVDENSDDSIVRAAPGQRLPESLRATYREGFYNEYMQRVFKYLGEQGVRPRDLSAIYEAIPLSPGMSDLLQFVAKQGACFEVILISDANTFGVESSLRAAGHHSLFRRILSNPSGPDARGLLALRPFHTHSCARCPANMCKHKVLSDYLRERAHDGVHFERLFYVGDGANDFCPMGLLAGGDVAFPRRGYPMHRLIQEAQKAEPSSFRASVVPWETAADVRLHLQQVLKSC
GalR3 antagonist: antagonists of human GalR3; HEK293 GalR3-CNG cAMP membrane potential fluorescence; galR3 body fused to GalR1 C-terminus; inhibition, % at 3 µM; hit rate 0.44% among 360,000; AID 651719;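 active means inhibition above the screen-wide average plus 3 SD, cut at about 13% in these data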;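 further: forskolin and galanin both at EC90 stimulate the cells; cAMP rise reported by CNG channel membrane potential dye signal; 0% = forskolin plus galanin with DMSO and 100% = forskolin alone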
NS3 helicase inh: inhibitors of Hepatitis C virus NS3 helicase. NS3 helicase DNA unwinding, Cy5 molecular beacon fluorescence. inhibition, % at 10.9 µM. hit rate 0.56% among 290,000;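 active means inhibition above the mean of all tested compounds plus 3 SD, set per campaign, cut at about 35% in these data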;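 further: 0% = DMSO wells and 100% = thioflavine S control wells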
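Assay system – hepatitis C virus NS3 helicase domain fragment enzyme · Buffer or medium – MOPS pH 6.5, MgCl2, DTT, Tween20, BSA · Reagent – Cy5/quencher beacon DNA duplex and ATP to start · Compound – single 10.9 µM dose · Timing – 1 h at 25 °C · Technique – Cy5 beacon fluorescence read at start and 1 h · Measure – % inhibition of unwinding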
V1R ag counter: counter-screen for oxytocin receptor agonists: human V1a receptor agonists | P37288 | CHO-V1R cells, Fluo-8 calcium fluorescence, agonist mode; 0% DMSO, 100% 3 nM vasopressin | activation, % at 3 µM | hit rate 0.25% among 320,000 | AID 2797;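 active means activation above the mean activation of all tested compounds plus 3 SD, per screening run, cut at about 20% in these data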;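 further: signal is peak over basal fluorescence ratio across a 100 second FLIPR read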
GPR7 antagonist: human neuropeptides B/W receptor 1 antagonism; P48145; GPR7-expressing cells, fluorescence antagonist assay; inhibition, % at 4.4 µM; hit rate 1.1% among 290,000; in the data active means inhibition above about 16%, passing the limit was not always enough;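 further: cells stimulated with the agonist NPW; 0% = agonist with vehicle and 100% = vehicle without agonist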
Target sequence (P48145 whole entry, looked up): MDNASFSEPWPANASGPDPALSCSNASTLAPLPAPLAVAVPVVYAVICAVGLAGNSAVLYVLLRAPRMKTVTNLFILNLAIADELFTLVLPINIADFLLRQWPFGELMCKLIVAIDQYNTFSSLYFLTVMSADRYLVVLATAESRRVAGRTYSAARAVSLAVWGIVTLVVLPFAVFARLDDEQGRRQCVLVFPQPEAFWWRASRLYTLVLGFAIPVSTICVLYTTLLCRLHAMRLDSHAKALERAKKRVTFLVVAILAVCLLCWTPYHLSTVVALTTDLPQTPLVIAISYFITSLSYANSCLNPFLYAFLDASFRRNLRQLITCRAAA
IMP-1 inh: blocks Pseudomonas aeruginosa IMP-1 metallo-beta-lactamase | hit rate 0.45% among 290,000 | inhibition, % at 5.6 µM | purified IMP-1, nitrocefin hydrolysis, epi-absorbance fluorescence;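 active means inhibition above the mean plus 3 SD of all compounds in the same screening run, cut at about 4.5% in these data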;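 further: 0% = IMP-1 with DMSO and 100% = DMSO wells lacking enzyme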
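Assay system: purified IMP-1; Quantity: IMP-1 0.2 nM before substrate addition; Medium: HEPES buffer pH 7.1 with ZnSO4 and Brij 35; Incubation: 15 min enzyme–compound preincubation, then 25 min nitrocefin reaction, 25 °C; Signal: fluorescence quenching readout, ex 480/em 530 nm; Controls: DMSO with and without IMP-1; Repeats: singlicate testing.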
Active calls of the source: *; / = no result given. Outcome played no part in choosing rows, and some 4.3% of all compounds hit somewhere here.

SMILES	NS3 helicase inh	IMP-1 inh	V1R ag counter	GPR7 antagonist	OXTR ag	VIM-2 inhibitor	GalR3 antagonist	PHOSPHO1 block	FID counter
COc1ccc(Br)cc1CNC(=O)Cc1cccs1	-1	-2.9	/	2	/	-1.7	-8	44	-9
O=[N+]([O-])c1ccc(/C=[N+](\[O-])[C@@H]2CCCC[C@@H]2/[N+]([O-])=C/c2ccc([N+](=O)[O-])o2)o1	25	-4.4	1.3	-12	0.6	-2.2	-9	24	-19
NS(=O)(=O)c1ccc(NC(=O)CN2CCc3ccccc3C2)cc1	7	-2.0	0.5	-12	0.8	1.0	-6	28	-5
Cc1ccc(OC(=O)Cn2c(C(F)(F)F)nc3ccccc32)cc1	0	0.7	0.8	-1	1.9	-2.5	-1	28	-5
COc1ccc(/C=N/NC(=O)c2cccc(Br)c2)cc1CN1CCOCC1	2	0.0	-0.1	-1	0.3	1.0	-1	-16	-1
CCOC(=O)C1CCN(c2c([N+](=O)[O-])c(C(Cl)Cl)nn2-c2ccccc2)CC1	14	-4.9	0.6	-16	-1.4	0.2	-10	18	-11
O=C1NNC(c2ccccc2)=N/C1=C\c1ccccc1Cl	-2	-1.5	/	3	/	0.7	3	27	0
Cc1snc(SCC(=O)N/N=C(\N)COc2cccc(C(F)(F)F)c2)c1C#N	-1	-3.4	-0.4	-3	0.8	-3.7	-6	34	-8
CCc1noc(C)c1C(=O)NNC(=O)COc1ccc(Br)cc1	-7	-2.9	-0.1	-9	0.4	-1.5	-2	-9	-5
Cc1ccc(N2C(=O)SC(N(CC(=O)O)c3ccc(C)cc3)C2=O)cc1 (stereo unspecified)	-2	-2.3	0.6	4	-1.5	-3.0	-4	24	6
O=[N+]([O-])c1cc(/C=N/N2CCN(c3ccccc3)CC2)ccc1Cl	-6	-3.2	0.4	-12	0.6	-0.3	1	10	0
CCOC(=O)N/N=C(\CCC(=O)O)c1cccs1	-9	-3.0	-0.2	-6	0.1	-2.2	-3	16	-1
Cn1c(Cc2ccc3c(c2)OCO3)nnc1SCC(=O)NC1CCCC1	0	-2.3	4.8	0	0.7	0.1	4	9	-12
Cc1ccc(CCNC(=O)c2cc(S(=O)(=O)N3CCCCC3)c[nH]2)cc1	-12	-5.1	7.5	-10	3.3	-0.5	-1	20	-43
CCC(CO)n1c(=S)[nH]c2cc(OC)c(OC)cc2c1=O (stereo unspecified)	8	-0.5	1.2	4	2.2	-2.5	-7	-13	-12
COc1cc(C(C)=O)ccc1OCCCN1CCC(Cc2ccccc2)CC1	-20	3.2	2.3	-6	0.8	-1.3	-8	/	17
Cc1cc(C)nc(NC(=O)C(C)C)n1	-3	-2.1	2.8	-5	0.2	0.9	-5	18	2
COc1ccc2ccccc2c1/C=N\n1c(C)cc(C)c(C(N)=O)c1=O	9	0.4	-0.2	-4	-1.1	-1.2	-11	-18	-5
Cc1ccc(C)c(NC(=O)C2CCCN2S(=O)(=O)c2ccc3c(c2)n(C)c(=O)c(=O)n3C)c1 (stereo unspecified)	-4	0.8	-0.2	-15	-0.8	-3.6	-2	-9	-4
COc1ccccc1C(=O)NNC(=O)c1ccc(NC(=O)C(C)C)cc1	-13	-0.8	/	2	/	-0.8	-5	-13	-5
COCCn1c(C)cc(C(=O)COC(=O)c2c(C)nn(Cc3ccccc3)c2C)c1C	3	-4.0	1.6	2	0.7	-2.2	-4	-4	-34
O=C(Nc1nc(-c2cccnc2)cs1)c1cccc([N+](=O)[O-])c1	0	-3.0	1.5	-16	2.0	-0.4	10	1	-2
O=C1CC(c2ccccc2)n2nc(NC(=O)c3cccs3)nc2N1 (stereo unspecified)	-4	-1.1	0.8	-3	0.1	-1.1	-6	-4	0
O=C(c1cc(-c2ccc(Cl)s2)nc2ccccc12)N1CCCC1	-10	1.3	0.4	-9	0.1	0.8	-2	-6	-37
CCOc1cc(/C=N/NC(=O)C(=O)NCc2cccnc2)ccc1O	-4	-5.0	-1.6	-1	-1.6	-4.2	-8	32	-11
COc1ccc(N2C(=O)C(Cl)=C(Nc3ccccc3O)C2=O)cc1	5	-4.1	1.8	3	2.9	-1.5	-2	70*	-3
O=C(c1ccc(Cl)s1)N1CCCC1	0	-2.4	-0.8	-3	-1.2	-3.3	-4	-7	0
O=c1c(Cl)c(NS(=O)(=O)c2ccccc2)cnn1-c1ccccc1	-6	-3.4	-0.5	-6	0.1	-1.5	-7	28	-32
O=C1C2C(c3ccccc3)=NN(c3ccccc3)C2C(=O)N1c1ccccc1 (stereo unspecified)	-15	1.8	1.0	1	-0.8	2.3	2	-20	-6
COc1ccc(Nc2nnc(SCC(=O)Nc3cc(C)on3)s2)cc1	1	-3.1	/	-4	/	-7.4	2	23	1

Marked active in PHOSPHO1 block, of those listed so far:
Molecule,NS3 helicase inh,IMP-1 inh,GPR7 antagonist,VIM-2 inhibitor,GalR3 antagonist,PHOSPHO1 block
COc1ccc(N2C(=O)C(Cl)=C(Nc3ccccc3O)C2=O)cc1,5,-4.1,3,-1.5,-2,70*

New compounds follow.
SMILES	NS3 helicase inh	IMP-1 inh	V1R ag counter	GPR7 antagonist	OXTR ag	VIM-2 inhibitor	GalR3 antagonist	PHOSPHO1 block	FID counter
Nc1nc(CN2CCN(Cc3ccccc3)CC2)nc(Nc2ccc3c(c2)OCCO3)n1	2	-2.6	-1.0	-16	-3.0	-3.9	-3	24	-6
O=C(Nc1ccc(Cl)c(Cl)c1)C1CC(=O)N(c2ccc(Br)cc2)C1 (stereo unspecified)	-6	-0.4	4.3	-3	4.8	-1.0	-4	-32	2
C=CCN(C(=O)CC(NC(C)=O)c1ccccc1)c1nc(-c2ccc(S(C)(=O)=O)cc2)cs1 (stereo unspecified)	-13	-1.9	-0.2	-1	1.3	-1.3	4	30	-41
CCOc1ccc(NC(=O)C2C3CCC4C(CCC32)C4(Cl)Cl)cc1 (stereo unspecified)	-10	-1.1	-0.3	0	-1.7	0.6	-7	32	-18
CC(C)c1ccc(OCC(O)Cn2cnc3ccccc32)cc1 (stereo unspecified)	-9	-2.0	4.5	-4	3.6	-1.9	-4	-4	-12
C/C(=N\NC(=O)c1ccccc1O)c1ccc(NC(=O)c2ccccc2)cc1	3	-0.6	/	-9	/	-2.6	-1	-26	-18
CCn1c(C)nc2cc(C(N)=O)ccc21	5	-2.5	1.0	-7	0.5	-1.6	-8	30	-3
COCCNC(=O)c1ccc(-n2c(SCc3cccnc3)nc3ccccc3c2=O)cc1	12	-3.0	0.6	-1	-0.5	-1.2	2	13	-35
Cc1cc(C=NCCO)c(C)n1-c1cc(Cl)ccc1Cl	1	-2.4	-0.6	-1	-1.4	-4.0	-1	-26	-12
COC(=O)C1C(=O)/C(=C(/C)N2CCCC2)C(=O)CC1(C)C (stereo unspecified)	-7	-3.9	-0.3	-12	-0.2	-4.1	-3	21	-10
O=C(Cn1c(SCC(=O)N2CCc3ccccc32)nc2ccccc21)NC1CCCC1	-5	-5.2	-0.5	-9	-1.0	-4.3	-3	-11	-6
COc1ccc(Nc2nc3ccccc3n3nnnc23)cc1	2	1.7	-0.9	0	-1.7	-3.6	-4	16	-2
O=C(NC1CCCCCC1)c1ccccc1-c1ccccc1	3	-1.8	0.0	-12	-2.1	-0.3	0	-4	-17
O=C(CSc1nnc(-c2ccco2)n1Cc1ccccc1)NC(=O)NCc1ccccc1	-4	-1.9	0.6	1	-0.8	-1.9	-3	32	-34
CCOc1ccc(C)cc1S(=O)(=O)n1nc(C)cc1C	0	1.0	-0.6	-22	-2.2	-0.2	4	32	-4

Quoted from the listing.
In GalR3 antagonist, COCCNC(=O)c1ccc(-n2c(SCc3cccnc3)nc3ccccc3c2=O)cc1 is listed with 2
In VIM-2 inhibitor, O=C(CSc1nnc(-c2ccco2)n1Cc1ccccc1)NC(=O)NCc1ccccc1 is listed with -1.9
In IMP-1 inh, C/C(=N\NC(=O)c1ccccc1O)c1ccc(NC(=O)c2ccccc2)cc1 is listed with -0.6

The listing picks up, repeating the two entries before the break.
SMILES	NS3 helicase inh	IMP-1 inh	V1R ag counter	GPR7 antagonist	OXTR ag	VIM-2 inhibitor	GalR3 antagonist	PHOSPHO1 block	FID counter
O=C(CSc1nnc(-c2ccco2)n1Cc1ccccc1)NC(=O)NCc1ccccc1	-4	-1.9	0.6	1	-0.8	-1.9	-3	32	-34
CCOc1ccc(C)cc1S(=O)(=O)n1nc(C)cc1C	0	1.0	-0.6	-22	-2.2	-0.2	4	32	-4
CC(C)NC(=O)c1onc(CSc2cccc(Cl)c2)c1C(=O)O	4	-2.6	0.4	2	1.0	-3.7	0	37	-20
CN1CCc2c(sc3c2C(=O)NC(c2ccc(-c4ccc(Cl)cc4)o2)N3)C1 (stereo unspecified)	-5	2.6	2.2	-3	-0.1	0.0	-6	17	-5
Cc1c(-n2c(SCC(=O)C(C)(C)C)nc3ccccc3c2=O)c(=O)n(-c2ccccc2)n1C	-6	-1.7	0.6	-18	-0.3	-2.6	-2	24	-5
CCCc1cc(=O)[nH]c(SCC(=O)N2CCC(C(=O)OCC)CC2)n1	6	-5.6	0.3	-3	2.3	-3.6	-3	20	-4
O=C(c1ccccc1)N1N=C(C(F)(F)F)CC1(O)c1ccccc1 (stereo unspecified)	-7	-4.9	-0.4	-13	-1.9	-1.7	-5	8	-22
O=C(CN1CCN(S(=O)(=O)c2ccc(F)cc2)CC1)NC1CC1	2	-0.3	0.8	-6	-0.6	-2.2	0	33	-9
Cc1cc(C)c2nc(NC(=O)[C@@H](NC(=O)c3cccc(S(=O)(=O)N4CCOCC4)c3)C(C)C)sc2c1	-4	-4.1	-1.2	-10	-2.2	-2.1	6	7	-20
COc1cc(C2c3[nH]c4ccccc4c3C[C@H]3C(=O)N(C4CC4)CC(=O)N23)ccc1OC(C)C (stereo partly specified)	-2	-0.4	3.2	6	1.3	-0.9	-10	7	-36
CCN1CCN(CC(=O)N2CCCC(C(=O)c3ccc(Oc4ccccc4)cc3)C2)CC1 (stereo unspecified)	-46	-3.2	2.3	0	0.5	0.0	2	3	15
CCCC1=NN2C(=N)/C(=C\c3cc(C)n(-c4cccc(C)c4)c3C)C(=O)N=C2S1	1	-2.2	0.8	-10	0.0	-1.7	-2	-4	-6
N/C(Cc1cccs1)=N\OC(=O)COc1ccc(Br)cc1Cl	-13	-2.7	0.7	6	-1.2	-1.2	0	27	-7
CC(C)C1CC(CCN)(Cc2ccccc2)CCO1 (stereo unspecified)	7	2.0	1.1	7	0.1	-3.0	-6	39	11
O=c1oc2ccccc2n1Cc1ccccc1Cl	16	-2.6	-2.0	12	-3.1	-1.1	/	-4	-12
